Assay outcomes deposited in PubChem by The Scripps Research Institute Molecular Screening Center.
IDE inh: human IDE inhibitors in live cells, primary screen, fluorescence polarization, HEK cells, FAbetaB substrate; inhibition, % at 5.59 µM; Insulin-degrading enzyme (Homo sapiens), P14735; AID 434962, 2010; FAbetaB cleavage; hit rate 0.41% among 320,000;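 active = percent inhibition above the average of all tested compounds plus 3 SD, set per screening campaign, cut at about 16% in these data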;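 note: IDE supplied by intact live HEK cells; FP after avidin binding of uncleaved biotin substrate so inhibition keeps polarization high; 0% = DMSO wells and 100% = 60 µM reference IDE inhibitor Ii1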
Target sequence (P14735 whole entry, looked up): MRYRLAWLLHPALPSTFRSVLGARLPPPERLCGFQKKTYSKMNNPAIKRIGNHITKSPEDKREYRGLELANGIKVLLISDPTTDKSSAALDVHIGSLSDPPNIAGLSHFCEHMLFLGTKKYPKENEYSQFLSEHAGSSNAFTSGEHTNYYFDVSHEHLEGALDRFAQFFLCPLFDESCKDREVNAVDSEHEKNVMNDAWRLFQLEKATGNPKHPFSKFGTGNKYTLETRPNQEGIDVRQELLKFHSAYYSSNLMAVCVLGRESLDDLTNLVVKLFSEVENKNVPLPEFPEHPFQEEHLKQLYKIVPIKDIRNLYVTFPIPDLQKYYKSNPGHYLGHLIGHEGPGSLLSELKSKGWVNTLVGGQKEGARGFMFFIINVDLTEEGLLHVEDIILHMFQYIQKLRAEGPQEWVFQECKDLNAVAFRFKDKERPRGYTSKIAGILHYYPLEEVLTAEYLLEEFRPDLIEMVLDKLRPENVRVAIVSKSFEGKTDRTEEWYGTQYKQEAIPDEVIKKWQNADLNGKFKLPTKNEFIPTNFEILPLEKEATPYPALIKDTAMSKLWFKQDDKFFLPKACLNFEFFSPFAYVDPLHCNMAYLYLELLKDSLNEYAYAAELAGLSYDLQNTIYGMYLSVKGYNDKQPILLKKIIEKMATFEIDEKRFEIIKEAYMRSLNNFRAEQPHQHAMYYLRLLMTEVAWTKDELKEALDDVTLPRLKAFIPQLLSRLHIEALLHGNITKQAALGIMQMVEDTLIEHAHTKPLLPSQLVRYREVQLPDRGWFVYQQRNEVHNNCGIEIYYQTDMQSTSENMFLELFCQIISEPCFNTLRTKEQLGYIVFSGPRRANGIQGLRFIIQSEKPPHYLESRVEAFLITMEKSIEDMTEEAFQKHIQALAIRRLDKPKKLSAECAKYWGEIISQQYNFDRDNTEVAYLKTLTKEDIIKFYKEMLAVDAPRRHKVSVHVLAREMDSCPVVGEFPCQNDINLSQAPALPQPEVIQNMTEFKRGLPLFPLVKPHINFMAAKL
IDE cell activ: human IDE activators in live cells, primary screen, fluorescence polarization, HEK cells, FAbeta-B substrate; FAbeta-B cleavage; 0% vehicle, 100% cell-free pure enzyme wells; activation, % at 5.96 µM; hit rate 0.073% among 340,000; AID 493087, 2011; Insulin-degrading enzyme (Homo sapiens), P14735;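 active = activation above the mean of all tested compounds plus 3 SD, set per screening campaign, cut at about 17% in these data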
Starred values were filed as active, the others as inactive. The list is partial; count on the stated rates, not on these rows.

What do the screens show for `Cc1cc(Br)c(NC(=O)COC(=O)C2CCCCC2)c(Br)c1`?
IDE inh: -4.5; IDE cell activ: -1.0

What do the screens show for `O=C(CN1C(=O)C2CCCCC2C1=O)Nc1cccc([N+](=O)[O-])c1` (stereo not drawn)?
IDE inh: 5.8; IDE cell activ: 1.8

What do the screens show for `Cc1ccccc1-n1ccnc1SCC(=O)Nc1cccc(S(=O)(=O)NC2=NCCC2)c1`?
IDE inh: 3.5; IDE cell activ: 1.8

How did N#CCCCC#Cc1ccc2c(c1)COc1c3ccccc3nn1-2 do in these assays?
IDE inh: 1.4; IDE cell activ: 2.4

What do the screens show for `COc1ccc(S(=O)(=O)N2CCN(Cc3cccs3)CC2)cc1OC`?
IDE inh: -2.0; IDE cell activ: 3.2

How did CCN(CC)S(=O)(=O)c1cc(NC(=O)CO/N=C(\N)c2ccccc2Cl)ccc1C do in these assays?
IDE inh: 3.4; IDE cell activ: 1.0

What do the screens show for `COc1ccc([C@H]2CC(=O)C=C(c3ccc4c(c3)OCCO4)C2)cc1`?
IDE inh: 0.9; IDE cell activ: 0.2

Results for CCOc1ccc(C(=O)NCC(=O)N2CC=C(c3ccccc3)CC2)cc1OCC ?
IDE inh: 6.2; IDE cell activ: -9.1

What do the screens show for `CCCc1cc(=O)[nH]c2nnc(SCC(=O)NC3CCCCC3)n12`?
IDE inh: 4.2; IDE cell activ: 5.2

Results for CC(NC(=O)Cc1ccccc1)C(=O)O (stereo not drawn) ?
IDE inh: -1.2; IDE cell activ: -0.6

How did Cc1ccc(S(=O)(=O)N2CCN(Cc3cc4c(cc3Br)OCCO4)CC2)cc1 do in these assays?
IDE inh: 4.5; IDE cell activ: 7.0

Results for O=C(COC(=O)c1ccccn1)Nc1ccc2c(c1)OCCO2 ?
IDE inh: -1.6; IDE cell activ: 2.1

How did CCN(CC)CCCn1c2c(c(SCC(=O)Nc3ccc4c(c3)OCCO4)nc1=O)CCC2 do in these assays?
IDE inh: -1.6; IDE cell activ: -4.5

How did CCOC(=O)c1c(C)[nH]c(C(=O)CN(C)CC(=O)Nc2ccccc2Cl)c1C do in these assays?
IDE inh: 4.0; IDE cell activ: -1.4

What do the screens show for `CC(C)CCN(C(=O)C1=COCCO1)c1c(N)n(Cc2ccccc2)c(=O)[nH]c1=O`?
IDE inh: 2.0; IDE cell activ: 4.5

How did O=C(OCC(=O)N1CCCC1=O)c1ccc(Cl)cc1[N+](=O)[O-] do in these assays?
IDE inh: 1.5; IDE cell activ: 6.0

What do the screens show for `COc1ccc(S(=O)(=O)N2CCN(C(=O)c3cc(C)oc3C)CC2)cc1OC`?
IDE inh: 5.2; IDE cell activ: 0.3

How did CC1C(=O)N2CCCc3cc(NS(=O)(=O)c4ccc(F)cc4)cc1c32 (stereo not drawn) do in these assays?
IDE inh: 4.7; IDE cell activ: 1.8

How did O=[N+]([O-])c1ccccc1Nc1cccnc1 do in these assays?
IDE inh: -6.8; IDE cell activ: 5.3

How did O=C(COC(=O)c1cccc(Cl)c1)Nc1ccc2[nH]c(=O)[nH]c2c1 do in these assays?
IDE inh: 1.1; IDE cell activ: -3.2

Structures above that have an aryl methoxy group:
What do the screens show for `COc1ccc(S(=O)(=O)N2CCN(Cc3cccs3)CC2)cc1OC`?
IDE inh: -2.0; IDE cell activ: 3.2

What do the screens show for `COc1ccc([C@H]2CC(=O)C=C(c3ccc4c(c3)OCCO4)C2)cc1`?
IDE inh: 0.9; IDE cell activ: 0.2

What do the screens show for `COc1ccc(S(=O)(=O)N2CCN(C(=O)c3cc(C)oc3C)CC2)cc1OC`?
IDE inh: 5.2; IDE cell activ: 0.3

(continued)
How did C=CCN(c1ccccc1)S(=O)(=O)c1cccc(C(=O)Nc2ncccc2C)c1 do in these assays?
IDE inh: -7.7; IDE cell activ: 4.2

Results for O=C1N[C@@H](Cc2c[nH]c3ccccc23)COC(=O)[C@H](Cc2ccc(F)cc2)C/C=C\C[C@H]1CC(=O)N(CCO)Cc1ccccc1 ?
IDE inh: -1.9; IDE cell activ: 1.2

Results for COc1ccc(C(=O)NCC(c2ccco2)N(C)C)cc1S(=O)(=O)NCc1ccc(Cl)cc1 (stereo not drawn) ?
IDE inh: -1.8; IDE cell activ: 2.5

How did CCN(C[C@H]1N[C@@](Cc2ccccc2)(C(=O)OC)[C@H]2C(=O)N(Cc3ccccc3)C(=O)[C@@H]12)C(=O)C1CCCCC1 do in these assays?
IDE inh: 2.6; IDE cell activ: 1.3

Results for COc1ccc(SCCN2CC[C@@H](C)CCC2=O)cc1 ?
IDE inh: -2.2; IDE cell activ: -0.5

What do the screens show for `O=C(C1=CC=CN2CCS(=O)(=O)N=C12)N1CCN(c2cccc(Cl)c2)CC1`?
IDE inh: 4.8; IDE cell activ: 1.5

Results for O=C(NCC1CCCN1S(=O)(=O)c1cccs1)c1ccccc1 (stereo not drawn) ?
IDE inh: -3.1; IDE cell activ: 3.0

What do the screens show for `CC(C)CN(C(=O)Cn1ccccc1=O)C1CCS(=O)(=O)C1` (stereo not drawn)?
IDE inh: 2.6; IDE cell activ: -0.8

What do the screens show for `O=C(COc1ccc(S(=O)(=O)N2CCOCC2)cc1)Nc1ccc(Br)cc1`?
IDE inh: -1.1; IDE cell activ: -2.4

What do the screens show for `C[C@H]1NC(=O)[C@@]2(C)[C@@H](c3ccccc3)[C@H]3COc4ccccc4[C@H]3N2C1=O`?
IDE inh: -6.0; IDE cell activ: 4.7

How did CC(=O)Nc1ccc(C2=CC(=O)C[C@H](c3ccc(Cl)cc3)C2)cc1 do in these assays?
IDE inh: 1.4; IDE cell activ: 5.7

Results for O=[N+]([O-])c1cccc(-c2c(-c3ccccc3)ncc3cc(F)ccc23)c1 ?
IDE inh: -3.7; IDE cell activ: 2.7

Results for OCC[C@H]1C[C@H](O)[C@@H](O)[C@]2(Cc3ccccc3CO2)O1 ?
IDE inh: -2.2; IDE cell activ: 3.4

How did C#CCOCCOCCOCCNc1nc(N2CCOCC2)nc(N2CCN(C(=O)[C@H](CCCN=C(N)N)n3cc(C(N)[C@@H](C)CC)nn3)CC2)n1 (stereo partly drawn) do in these assays?
IDE inh: 4.4; IDE cell activ: 5.8

How did O=C(CS(=O)(=O)c1ccccc1)N(CCCN1CCOCC1)c1nc2c(F)cccc2s1 do in these assays?
IDE inh: 5.2; IDE cell activ: 6.3

Results for Nc1c(N(Cc2ccco2)C(=O)COc2ccccc2F)c(=O)[nH]c(=O)n1Cc1ccccc1 ?
IDE inh: 0.5; IDE cell activ: -1.1

How did C=CC[C@@H](CC(=O)N(CCO)Cc1ccccc1)C(=O)N[C@H](COC(=O)[C@@H](CC=C)CC(=O)OC(C)(C)C)Cc1c[nH]c2ccccc12 do in these assays?
IDE inh: 1.4; IDE cell activ: 4.2

Results for CC1CN(c2nc3c(c(=O)n(C)c(=O)n3C)n2Cc2c(Cl)cccc2Cl)CC(C)O1 (stereo not drawn) ?
IDE inh: 1.4; IDE cell activ: 2.9

What do the screens show for `O=C(Nc1ccccn1)c1ccc(S(=O)(=O)N2CCCC2)cc1`?
IDE inh: -0.8; IDE cell activ: 0.1

What do the screens show for `CN(CC(=O)Nc1ccccc1Cl)C(=O)COC(=O)c1ccc([N+](=O)[O-])cc1Cl`?
IDE inh: 6.1; IDE cell activ: -2.9

What do the screens show for `CSCCC(NC(=O)c1ccco1)C(=O)OCC(=O)N1c2ccccc2NC(=O)C1(C)C` (stereo not drawn)?
IDE inh: -2.1; IDE cell activ: -2.4

How did C/C(=N\NC(=O)c1cc2c(s1)CCC(C)C2)c1ccc[nH]1 (stereo not drawn) do in these assays?
IDE inh: 3.1; IDE cell activ: -2.0

What do the screens show for `C[C@H](CO)N1C[C@H](C)[C@@H](CN(C)C(=O)Nc2ccccc2)Oc2ccc(NC(=O)Nc3ccccc3)cc2C1=O`?
IDE inh: -2.5; IDE cell activ: 0.8

Results for CC(=O)Nc1ccc(S(=O)(=O)NCC(=O)Nc2ccc3c(c2)OCO3)cc1 ?
IDE inh: 3.3; IDE cell activ: 0.7

What do the screens show for `COc1ccc(N2CCN(C(=O)COC(=O)CNC(=O)c3cccc(OC(F)F)c3)CC2)cc1`?
IDE inh: -1.3; IDE cell activ: -3.2

Results for CN(CC(=O)Nc1ccccc1Br)C(=O)CN1CCN(c2ccccc2Cl)CC1 ?
IDE inh: -0.9; IDE cell activ: 1.9

What do the screens show for `Cc1ccc(S(=O)(=O)NC(C)(C)C)cc1C(=O)OCC(=O)N1CCCC1=O`?
IDE inh: 2.5; IDE cell activ: -2.5

How did CCCc1cc(=O)[nH]c(SCC(=O)N(C)C2CCCCC2)n1 do in these assays?
IDE inh: 0.2; IDE cell activ: -1.6

What do the screens show for `C[C@H](CO)N1C[C@H](C)[C@@H](CN(C)S(=O)(=O)c2ccc(F)cc2)Oc2ccc(NC(=O)Nc3ccc4c(c3)OCO4)cc2C1=O`?
IDE inh: 1.5; IDE cell activ: -0.7

Results for Cc1ccc(C)c(OCCC(=O)OCC(=O)Nc2ccc(Cl)cn2)c1 ?
IDE inh: 6.5; IDE cell activ: 3.9

What do the screens show for `CCOc1cc(N2CCOCC2)c(OCC)cc1NC(=O)COC(=O)CCOc1ccc(C)cc1`?
IDE inh: -1.3; IDE cell activ: 2.8

How did CC(NC(=O)CN(C)CC(=O)Nc1ccc(Cl)c(C(F)(F)F)c1)c1ccccc1 (stereo not drawn) do in these assays?
IDE inh: 1.9; IDE cell activ: -1.0

How did CCOC(=O)C1=C(COC(=O)CCOc2ccc(OC)cc2)NC(=O)NC1C (stereo not drawn) do in these assays?
IDE inh: -1.5; IDE cell activ: 1.6

What do the screens show for `CCN(CC)S(=O)(=O)c1ccc(N2CCOCC2)c(NC(=O)c2cccc3c(=O)c(C)c(-c4ccccc4)oc23)c1`?
IDE inh: 3.5; IDE cell activ: -1.1

How did O=C(NCc1ccc2c(c1)OCO2)c1c(-c2ccccc2)sc2ccccc12 do in these assays?
IDE inh: 1.3; IDE cell activ: -1.4

Results for C=CC[C@H](CC(=O)OC(C)(C)C)C(=O)OC[C@@H]1CCCN1C(=O)[C@@H](CC=C)CC(=O)N[C@H](CO)Cc1ccccc1 ?
IDE inh: -4.8; IDE cell activ: 5.8

How did Cc1c(O)c2ccccc2n(-c2ccccc2)c1=O do in these assays?
IDE inh: 1.8; IDE cell activ: 3.8

What do the screens show for `O=C(COC(=O)c1ccc(Br)o1)Nc1ccc(N2CCOCC2)cc1`?
IDE inh: 1.9; IDE cell activ: -1.3

What do the screens show for `COCc1c(C(=O)NCC2COc3ccccc3O2)oc2ccccc12` (stereo not drawn)?
IDE inh: 0.7; IDE cell activ: 4.9

How did CCCCn1c(N)c(N(CCOC)C(=O)C2CCN(S(=O)(=O)c3ccc(F)cc3)CC2)c(=O)[nH]c1=O do in these assays?
IDE inh: -6.0; IDE cell activ: 3.3

A draw from above in order of SMILES length, descending:
Results for O=C1N[C@@H](Cc2c[nH]c3ccccc23)COC(=O)[C@H](Cc2ccc(F)cc2)C/C=C\C[C@H]1CC(=O)N(CCO)Cc1ccccc1 ?
IDE inh: -1.9; IDE cell activ: 1.2

What do the screens show for `CSCCC(NC(=O)c1ccco1)C(=O)OCC(=O)N1c2ccccc2NC(=O)C1(C)C` (stereo not drawn)?
IDE inh: -2.1; IDE cell activ: -2.4

How did Cc1ccc(S(=O)(=O)N2CCN(Cc3cc4c(cc3Br)OCCO4)CC2)cc1 do in these assays?
IDE inh: 4.5; IDE cell activ: 7.0

(more compounds)
Results for COc1ccc(NC(=O)COc2coc(CN3CCCc4ccccc43)cc2=O)cc1 ?
IDE inh: -1.9; IDE cell activ: 0.6

What do the screens show for `O=C(Nc1ccc(Cl)c(S(=O)(=O)N2CCOCC2)c1)c1cc(=O)[nH]c2ccccc12`?
IDE inh: 7.0; IDE cell activ: 0.6

What do the screens show for `CC1CCC(NC(=O)COC(=O)C2CC3CCCC(C2)C3=O)CC1` (stereo not drawn)?
IDE inh: 1.5; IDE cell activ: -5.5

What do the screens show for `C[C@@H]1NC(=O)[C@@]2(C)[C@@H](c3ccccc3)[C@H]3COc4ccc(Cl)cc4[C@@H]3N2C1=O`?
IDE inh: -0.9; IDE cell activ: -1.3

How did Cc1cccc(/C=C(\C(=O)O)c2ccc(S(=O)(=O)N3CCCC3)s2)c1 do in these assays?
IDE inh: 3.2; IDE cell activ: 5.0

What do the screens show for `O=C(COc1cccc(C(F)(F)F)c1)NCC(c1ccco1)N1CCCC1` (stereo not drawn)?
IDE inh: 9.6; IDE cell activ: 2.0

How did CNC(=O)C1CN(C(=O)c2cccc(S(=O)(=O)N3c4ccccc4CC3C)c2)c2ccccc2O1 (stereo not drawn) do in these assays?
IDE inh: -1.0; IDE cell activ: -0.1

Results for CC1CCCCN1C(=O)COc1ccc(S(=O)(=O)N2CCCC2)cc1[N+](=O)[O-] (stereo not drawn) ?
IDE inh: -2.0; IDE cell activ: -2.5

What do the screens show for `COc1ccccc1C(C)Nc1ccc(S(=O)(=O)N2CCN(C)CC2)cc1[N+](=O)[O-]` (stereo not drawn)?
IDE inh: 2.6; IDE cell activ: 3.0

What do the screens show for `CC(C)C[C@@]12C(=O)N(c3cccc(F)c3)C(=O)N1[C@H](c1ccc(F)cc1)[C@@H]1C(=O)N(C3CCCCC3)C(=O)[C@@H]12`?
IDE inh: -0.4; IDE cell activ: 0.5

How did CC(=O)c1c(OCC(=O)N(C)C2CCCCC2)ccc2c(C)cc(=O)oc12 do in these assays?
IDE inh: -5.3; IDE cell activ: 0.1

What do the screens show for `COC(=O)c1c(NC(=O)CS(=O)(=O)c2ccccc2)sc(C)c1C`?
IDE inh: 5.0; IDE cell activ: -1.9

How did CC(C)(C)OC(=O)N1CCN(C(=O)c2nc[nH]c2C(=O)N2CCN(c3ccccc3)CC2)CC1 do in these assays?
IDE inh: 2.8; IDE cell activ: 2.5

How did Cc1ccc(OCC(=O)NNC(=O)C2CCN(c3ncnc4sc(C)c(C)c34)CC2)cc1 do in these assays?
IDE inh: 12.5; IDE cell activ: -8.9
